# FN deposition inh – fibronectin deposition inhibition; AH1F fibroblasts, Alexa488-fibronectin deposition fluorescence, overnight; inhibition, % at 12.6 µM; 350,000 tested, 0.086% active;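 active means mean inhibition across replicates of 30% or more, regardless of how many single replicates reach that level; inconclusive means mean under 30% yet at least half of replicates reach 30%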;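 further: positive control wells lacked labelled fibronectin entirely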
#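 Material: AH1F fibroblast monolayer depositing Alexa488-labelled fibronectin into matrix / Amount: 10000 AH1F cells per well / Signal: fluorescence 485/525 nm / Medium: DMEM, 2% serum / Compound: single dose, pinned / Incubation: 1 h cell adhesion before compound, then overnight fibronectin incubation / Reagent: Alexa488-FN, 24 nM final / Read-out: inhibition of fibronectin deposition signal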
# SIRT5 inh – inhibitors of human sirtuin-5 desuccinylase. Q9NXA8. Purified SirT5, succinyl-peptide AMC, trypsin-coupled fluorescence. inhibition, % at 15 µM. 330,000 tested, 1.1% active. AID 652115; in the data active means inhibition above about 15%; inconclusive means no clear call, values can overlap the other calls
# Target sequence (Q9NXA8 whole entry, looked up): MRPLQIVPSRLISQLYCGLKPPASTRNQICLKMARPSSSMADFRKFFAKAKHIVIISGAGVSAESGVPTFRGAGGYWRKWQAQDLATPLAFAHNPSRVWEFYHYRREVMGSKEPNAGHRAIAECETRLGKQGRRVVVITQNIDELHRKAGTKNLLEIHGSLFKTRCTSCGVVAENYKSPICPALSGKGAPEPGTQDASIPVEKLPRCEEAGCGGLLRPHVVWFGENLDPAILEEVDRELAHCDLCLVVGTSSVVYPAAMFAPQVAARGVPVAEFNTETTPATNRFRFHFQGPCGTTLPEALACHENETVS
# LGR2 antag – Drosophila LGR2 receptor signaling inhibition | HEK293 LGR2, CRE-luciferase, bursicon-stimulated, 4 h | inhibition, % at 9.99 µM | 380,000 tested, 0.35% active | AID 720647;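 active means drop in luminescence signal, shown as inhibition above about 50% in the replicate tests, limit read from the data, passing the limit was not always enough; inconclusive means probably only some replicates passing the limit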;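 further: agonist challenge used bursicon conditioned medium at about half maximal strength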
# CASP6 VEID inh – caspase-6 (human) enzyme inhibition; purified caspase-6, Z-VEID-R110 cleavage fluorescence; 350,000 tested, 0.53% active; inhibition, % at 12.5 µM; AID 686996; P55212;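 active means mean inhibition across replicates at least about 35%, with every replicate also reaching that limit, limit read from the data; inconclusive means only one of the two criteria met; inactive means neither criterion met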;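 further: 0% = median of neutral control wells and 100% = no fluorescence left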
# Target sequence (P55212 24-179 limits assumed): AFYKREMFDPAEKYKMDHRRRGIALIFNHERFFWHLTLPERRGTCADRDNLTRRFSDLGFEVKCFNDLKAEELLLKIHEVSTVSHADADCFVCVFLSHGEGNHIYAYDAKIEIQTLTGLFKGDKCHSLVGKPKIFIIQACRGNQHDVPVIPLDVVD
# Target sequence (P55212 194-293 limits assumed): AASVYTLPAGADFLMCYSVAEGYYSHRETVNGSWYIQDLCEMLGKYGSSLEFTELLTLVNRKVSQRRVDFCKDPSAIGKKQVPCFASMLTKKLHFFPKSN
# Statin myotox sup – protects C2C12 myotubes from simvastatin toxicity; AID 602340; ATP luminescence, 48 h; scaled: DMSO 0, geranylgeraniol control 100; 330,000 tested, 0.78% active; rescue of ATP level, % at 7.49 µM;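 active means mean ATP rescue above about 67%, or every replicate alone reaching that limit, limit read from the data, passing the limit was not always enough; inconclusive means no clear call, values can overlap the other calls; inactive means mean under the limit and some replicate under it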;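 further: myotubes were challenged with 10 µM simvastatin during compound exposure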
# S100A4 MyoIIA – blocks human S100A4 binding to myosin IIA peptide | P26447 | S100A4/TAMRA-MyoIIA peptide fluorescence polarization | inhibition, % at 10.7 µM | 360,000 tested, 0.14% active | AID 652163;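 active means mean inhibition of at least 70% across replicates, with every replicate also reaching that level; inconclusive means mean inhibition reaches 70% but some replicates fall short; inactive means mean inhibition below 70%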
# Target sequence (P26447 whole entry, looked up): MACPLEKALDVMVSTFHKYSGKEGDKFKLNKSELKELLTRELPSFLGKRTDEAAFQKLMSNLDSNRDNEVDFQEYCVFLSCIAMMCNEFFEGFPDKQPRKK
#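 Test system: S100A4 monomer protein. Medium: HEPES buffer with Ca2+, pH 7.2. Reagent: fluorescent myosin IIA peptide, 5 nM. Compound dosing: single-point compound testing. Timing: 5 min between mix addition and reading. Benchmarks: DMSO neutral and TFP positive wells.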
# esBAF inh – SWI/SNF esBAF complex inhibition | mouse ES cells, Bmi1-luciferase knock-in reporter, 24 h; 100% = twice the neutral-well signal | reporter increase, % at 12.5 µM | 350,000 tested, 2% active; in the data active means activation above about 40%; inconclusive means no clear call, values can overlap the other calls;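 further: 0% = median of the plate's neutral control wells and 100% = double that signal; a rise in the Bmi1 reporter signal indicates esBAF inhibition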
# * marks the source's active call; other numbers are inactive results; ? = inconclusive; / = not tested or not shown; & = joins results of further samples. A portion of the library; the hit share may differ from the screen's.
cpd	SMILES	FN deposition inh	SIRT5 inh	LGR2 antag	CASP6 VEID inh	Statin myotox sup	S100A4 MyoIIA	esBAF inh
1	O=c1c2ccccc2nc(/C=C/c2ccccc2)n1-c1ccc(O)cc1	-1	-2	-6	3	36	-7	0
2	NP(=O)(OCC(F)(F)F)Oc1cccc2ccccc12 (stereo not given)	-10	0	-26	5	-1	1	-1
3	CC(=O)N1CCN(CC(=O)Nc2ccc(C#N)c(Cl)c2)CC1	7	2	-31	/	-4	0	-3
4	O=P(Oc1ccc(Cl)cc1)(N1CC1)N1CC1	1	/	-4	-39	2	-7	-7
5	O=C(C1CC(c2ccccc2O)=NO1)N1CCC2(CC1)OCCO2 (stereo not given)	0	/	-42	/	3	/	0
6	CC(=O)NCC1=C(c2ccc3ccccc3c2)C[C@@H]2CC[C@H]1N2Cc1ccco1	3	2	-20	4	-3	3	-5
7	Cc1ccc(OCCOc2cccc(C=C3C(=O)NC(=O)NC3=O)c2)cc1	-4	-3	28	11	5	3	-1
8	CC1CN=C(NCc2ccccc2Cl)S1 (stereo not given)	6	-2	-20	-7	-15	-2	12
9	Nc1ncn[nH]1	-8	-2	-5	0	/	4	/
10	Cc1cccn2c(=O)c3c(nc12)N1CCc2ccccc2C1C1(C3)C(=O)NC(=O)N(C)C1=O (stereo not given)	-4	/	-13	/	?	/	-1
11	CC(C)COc1ccc(Cc2c(O)[nH]c(=S)[nH]c2=O)cc1	-3	4	15	7	2	?	-5
12	Oc1ccc(Cl)cc1	3	-3	/	-1	-1	5	-2
13	CCOC(=O)C(NC(=O)C(Cc1ccc(N(CCCl)CCCl)cc1)NC(C)=O)C(C)C (stereo not given)	/	1	6	-4	/	1	/
14	O=C(Cc1ccccc1)N1CCN(C2CCCC2)CC1	0	/	/	/	8	/	-7
15	Cc1cc(C(=O)Nc2ccccc2)nn1C(C)(C)C	4	2	-83	0	/	-16	/
16	O=C(Cc1ccccc1)OCn1nnc2ccccc2c1=O	/	0	8	-4	13	-1	-7
17	CN1C(=O)NC(=O)/C(=C/c2ccc([N+](=O)[O-])o2)C1=O	12	2	5	56*	/	-9	/
18	N#CCP(=S)(c1ccccc1)c1ccccc1	-2	1	14	0	/	4	/
19	O=c1[nH]c(=O)n(-c2ccccc2)c(O)c1N=Nc1ccc(Br)cc1	-6	0	-1	-2	-2	-2	4
20	COc1ccc2c(c1)NP(=S)(Oc1ccccc1)N2 (stereo not given)	-7	-1	/	6	-8	1	3
21	O=C1NC(=O)N(C2CCCCC2)C(=O)C1C1c2ccccc2C(=O)N1Cc1ccccc1 (stereo not given)	/	/	5	/	-5	/	6
22	COC(=O)[C@H]1[C@H](CO)[C@H]2Cn3c(ccc(C4=CCCCC4)c3=O)[C@@H]1N2Cc1ccccn1	/	-14	8	0	3	9	-2
23	COc1ccc(-c2nn(CCC#N)cc2C(=O)NCc2ccccc2)cc1OC	0	-2	-4	2	2	-1	2
24	O=C1NCN(c2ccccc2)C12CCN(C(c1ccnc3ccccc13)c1nnnn1-c1ccc3c(c1)OCCO3)CC2 (stereo not given)	-6	1	12	1	10	0	-1
25	CN1CCCC2c3ccccc3CCC21 (stereo not given)	-4	-1	-16	0	-9	-3	-7
26	CN1CCN(C(=O)COc2ccc(S(=O)(=O)Nc3ccc(F)cc3)cc2)CC1	/	-1	13	0	/	-1	/
27	COc1ccc(CCNCc2ccc(F)cc2)cc1OC	8	/	/	/	-12	/	7
28	Cc1cccc(S(=O)(=O)N2[C@@H]3Cn4c(ccc(-c5ccncc5)c4=O)[C@H]2[C@@H](C(=O)O)[C@@H]3CO)c1	/	-59	1	4	-4	9	-2
29	O=C1NC(=O)C2(CCCC2)C(=O)N1	20	0	13	0	1	-2	-7
30	COC(=O)C1=C(c2ccc(S(C)(=O)=O)cc2)C[C@@H]2CC[C@H]1N2C(=O)N1CCC(O)CC1	-5	-2	4	0	2	-3	1
31	O=C(CCc1ccccc1)N1Cc2cc(N3CCCCC3)ccc2-n2nncc2C1	0	1	-5	-3	-6	-26	-7
32	C=CC[N+]1(C)CC[C@]23c4c5ccc(O)c4O[C@H]2C(=O)CC[C@@]3(O)[C@H]1C5 (stereo not given in full)	-5	-4	2	-3	8	3	8
33	Cc1cccc(NC(=O)CSc2nnc([C@@H](N)Cc3c[nH]c4ccccc34)o2)c1C	-3	/	/	/	11	/	9
34	COc1cc2c(cc1OC)C(C(=O)N(C)C1CCCCC1)C1CCCCN1C2=O (stereo not given)	10	/	5	/	-4	/	-11
35	CCN1C(=O)NC(=O)/C(=C\c2cn(CC(=O)N3CCCCC3)c3ccccc23)C1=O	-7	1	17	4	/	36	/
36	O=c1c2ccccc2nc(/C=C\c2ccccc2[N+](=O)[O-])n1-c1ccccc1O	1	1	11	2	21	-2	5
37	O=C(N/N=C/c1c(O)n(-c2ccccc2)c(=S)[nH]c1=O)c1ccccc1	4	1	-11	0	/	0	/
38	Cc1ccccc1N1CCN(C2CCCN(C(=O)COc3ccccc3)C2)CC1 (stereo not given)	1	0	2	-3	/	-3	/
39	COc1ccc(CN2CCCC(C(=O)c3ccc(Cl)cc3)C2)c(O)c1 (stereo not given)	2	-3	-9	-1	28	-1	-10
40	O=C(Cc1ccccn1)N1CCCCN2[C@@H](CO)[C@H](c3ccc(-c4ccccc4F)cc3)[C@@H]2C1	/	-3	-8	-5	52	10	5
41	O=C(COc1ccccc1)N1CCN(CCN2C(=O)c3cccc4cccc(c34)C2=O)CC1	-5	-3	7	2	/	10	/
42	c1cc2c(cc1NC1=NCCO1)CCCC2	-7	-13	/	-2	/	4	/
43	COc1ccc(C(c2nnnn2-c2c(C)cccc2C)N2CCC3(CC2)C(=O)NCN3c2ccccc2)cc1 (stereo not given)	-5	2	24	2	-10	3	-1
44	C[N+]1(C)[C@@H]2CC(OC(=O)[C@H](CO)c3ccccc3)C[C@H]1[C@@H]1O[C@@H]12 (stereo not given in full)	-3&-6	-1&0	-1&6	2&0	-1&12	-4&-2	-1&5
45	COc1ccc(-n2c(O)c(C=NCCCn3ccnc3)c(=O)[nH]c2=O)cc1	12	/	/	/	10	/	-4
46	COC(=O)C1=C(c2ccc(F)cc2OCc2ccccc2)C[C@@H]2CC[C@H]1N2C(=O)NCc1ccccc1Br	0	/	13	-1	-6	5	-3
47	Cc1cccc(C)c1NC1=NCCCS1	-5	1	-23	0	3	-8	-4
48	CC(=O)/C=C/c1ccccc1	/	-6	22	-2	-21	4	4
49	OCCOCCO	/	0	16	1	10	-6	-4
50	O=C1C2CCCN2C(c2cccs2)N1c1ccccn1 (stereo not given)	1	/	/	/	4	/	1
51	O=C(Cn1ncc2c3ccccc3n(Cc3ccccc3F)c2c1=O)N1CCC2(CC1)OCCO2	/	/	15	/	5	/	-1
52	O=C(CCC(=O)N1CCC2(CC1)OCCO2)Nc1nnc(C2CCCCC2)s1	0	-2	3	2	/	-6	/
53	Cc1ccc(/C=C2\C(=O)NC(=O)N(CCc3ccc(F)cc3)C2=O)o1	11	-2	10	7	5	7	13
54	Cc1ccccc1S(=O)(=O)N1[C@@H]2c3ccc(-c4cccnc4)c(=O)n3C[C@H]1[C@H](CO)[C@H]2C(=O)O	/	-39	-9	-1	-14	-4	2
55	CCC(=NCc1ccco1)c1c(O)n(C2CCCCC2)c(=O)[nH]c1=O	1	/	/	/	17	/	2
56	C[C@@]12CC[C@@H](c3cc4c(cc3C1)OCO4)N2c1ccccc1	-1	-5	-7	1	/	-1	/
57	CCOC(=O)[C@]12Cc3cc(C)ccc3[C@H]1N(C1CCCCC1)C(=O)c1cc(OC)ccc12	-3	1	68*	-4	/	-6	/
58	O=P(O)(O)COc1ccccc1O	/	-3	5	10	12	-23	1
59	Cc1ccc(C(=O)O)cc1N=Nc1c(O)[nH]c(=O)[nH]c1=O	/	-2	-8	2	/	-2	/
60	BrCC1C[n+]2c(SCc3ccccc3)nc3sc4c(c3c2O1)CCCC4 (stereo not given)	-4	/	-10	2	-9	-5	10

# Continued:
cpd	SMILES	FN deposition inh	SIRT5 inh	LGR2 antag	CASP6 VEID inh	Statin myotox sup	S100A4 MyoIIA	esBAF inh
61	CC(=Nc1ccc2c(c1)CCC2)c1c(O)n(-c2ccccc2)c(=O)[nH]c1=O	7	1	/	0	/	-1	/
62	CN1CC(C(=O)c2ccc(F)cc2)C(c2ccc(F)cc2)C1 (stereo not given)	14	-4	-24	-2	-1	-5	1
63	O=C1NC(=O)C(=Cc2ccc(N3CCN(C(=O)c4ccccc4)CC3)c([N+](=O)[O-])c2)C(=O)N1	3	2	5	5	/	0	/
64	O=S(=O)(c1ccc2ccccc2c1)N1Cc2cc(Br)ccc2-n2nncc2C1	4	3	28	-4	/	11	/
65	CCOC(=O)c1c(N)n(Cc2ccco2)c2nc3ccccc3nc12	7	/	/	/	8	/	-2
66	CC12CN3CC(c4ccccc4)(CN(C1)C31CCCCC1)C2=O	-6	/	/	/	-4	-6	-10
67	CCOc1ccc(C2CC(c3c(O)n(C)c(=O)n(C)c3=O)=NN2)cc1 (stereo not given)	1	-1	/	3	/	4	/
68	O=C(O)C[C@H]1CC[C@@H]2NC[C@H](O)COC[C@H]2O1	-4	1	-7	3	-8	8	-5
69	CCC(=O)c1cc(F)c(N2CCN(CC)CC2)cc1C	1	/	/	/	-8	/	9

# Twelve compounds out of the list, sorted by count of non-hydrogen atoms, largest number first:
cpd	SMILES	FN deposition inh	SIRT5 inh	LGR2 antag	CASP6 VEID inh	Statin myotox sup	S100A4 MyoIIA	esBAF inh
54	Cc1ccccc1S(=O)(=O)N1[C@@H]2c3ccc(-c4cccnc4)c(=O)n3C[C@H]1[C@H](CO)[C@H]2C(=O)O	/	-39	-9	-1	-14	-4	2
57	CCOC(=O)[C@]12Cc3cc(C)ccc3[C@H]1N(C1CCCCC1)C(=O)c1cc(OC)ccc12	-3	1	68*	-4	/	-6	/
34	COc1cc2c(cc1OC)C(C(=O)N(C)C1CCCCC1)C1CCCCN1C2=O (stereo not given)	10	/	5	/	-4	/	-11
52	O=C(CCC(=O)N1CCC2(CC1)OCCO2)Nc1nnc(C2CCCCC2)s1	0	-2	3	2	/	-6	/
60	BrCC1C[n+]2c(SCc3ccccc3)nc3sc4c(c3c2O1)CCCC4 (stereo not given)	-4	/	-10	2	-9	-5	10
5	O=C(C1CC(c2ccccc2O)=NO1)N1CCC2(CC1)OCCO2 (stereo not given)	0	/	-42	/	3	/	0
66	CC12CN3CC(c4ccccc4)(CN(C1)C31CCCCC1)C2=O	-6	/	/	/	-4	-6	-10
3	CC(=O)N1CCN(CC(=O)Nc2ccc(C#N)c(Cl)c2)CC1	7	2	-31	/	-4	0	-3
11	CC(C)COc1ccc(Cc2c(O)[nH]c(=S)[nH]c2=O)cc1	-3	4	15	7	2	?	-5
50	O=C1C2CCCN2C(c2cccs2)N1c1ccccn1 (stereo not given)	1	/	/	/	4	/	1
15	Cc1cc(C(=O)Nc2ccccc2)nn1C(C)(C)C	4	2	-83	0	/	-16	/
48	CC(=O)/C=C/c1ccccc1	/	-6	22	-2	-21	4	4

# Compound activity as filed in PubChem BioAssay.
